# Screens (PubChem)
# NadD block = blocks S. aureus nicotinate mononucleotide adenylyltransferase. purified NadD enzyme, colorimetric absorbance read-out. inhibition, % at 20 µM. hit rate 0.78% among 360,000; in the data active = inhibition above about 26%; note: some compounds past the cut are filed as inactive
# Scp-1 inhibitor = inhibitors of human Scp-1 phosphatase. Q9GZU7. Recombinant Scp1, phosphopeptide, malachite green phosphate absorbance. inhibition, % at 20 µM. hit rate 0.88% among 340,000;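 active = inhibition above about 50% at 20 µM, limit read from the data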;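 note: plate controls were DMSO wells with enzyme for no effect and wells lacking enzyme for full effect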
# Target sequence (Q9GZU7 76-261 limits assumed): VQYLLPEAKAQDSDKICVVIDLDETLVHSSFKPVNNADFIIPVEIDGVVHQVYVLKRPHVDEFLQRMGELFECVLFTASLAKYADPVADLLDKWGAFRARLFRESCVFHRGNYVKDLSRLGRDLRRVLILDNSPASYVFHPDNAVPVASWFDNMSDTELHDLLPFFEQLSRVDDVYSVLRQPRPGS
#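 System: SCP-1 catalytic domain; Reagent: Phospho 17-mer peptide substrate; Doses: one concentration, 20 µM, with 1.0% DMSO; Incubation: 45 min room-temperature reaction, 5 min colour, 30 min stabiliser; Signal: Phosphate-binding colour reagent, absorbance read at 630 nm.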
# STEP block = STEP (human) phosphatase inhibition. recombinant STEP, OMFP fluorogenic substrate, fluorescence. inhibition, % at 20 µM. hit rate 0.25% among 360,000. AID 588621;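 active = inhibition at 20 µM, scaled per plate between control wells, above about 37%, limit read from the data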;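 note: 0% = DMSO with enzyme and substrate and 100% = substrate only without enzyme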
#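 Also added – OMFP at 25 µM · Test system – STEP tyrosine phosphatase · Technique – FITC-channel fluorescence of OMFP product · Schedule – 20 min at room temperature, dark · Evaluation – control-normalized % inhibition with plate pattern correction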
# Tb MetRS inh = Trypanosoma brucei MetRS inhibition; purified T. brucei MetRS, ATP depletion, Kinase-Glo luminescence; inhibition, % at 11.9 µM; hit rate 0.4% among 360,000;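 active = inhibition above a per-plate cutoff of the control wells' mean inhibition plus 3 SD, cut at about 5.5% in these data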;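 note: 0% = DMSO wells median and 100% = median of wells with control inhibitor compound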
#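 Assay system: T. brucei methionyl-tRNA synthetase, purified | Medium: HEPES buffer with MgCl2, KCl, DTT, spermine, BSA, pyrophosphatase | Compound: 11.9 µM single point | Incubation: 15 min enzyme-compound preincubation, 2 h reaction, 10 min detection, 25 °C | Measured by: Kinase-Glo luciferase luminescence reporting remaining unconsumed ATP | Measure: % inhibition normalized to control-well medians | Replication: Singlicate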
# SUMO1 PPI mod = SUMO1-SIM interaction modulation; P63165; SUMO1 binding to a labelled peptide, TR-FRET, 1 h; inhibition, % at 20 µM; hit rate 0.33% among 360,000; AID 602429; in the data active = inhibition above about 37%
# Target sequence (P63165 whole entry, looked up): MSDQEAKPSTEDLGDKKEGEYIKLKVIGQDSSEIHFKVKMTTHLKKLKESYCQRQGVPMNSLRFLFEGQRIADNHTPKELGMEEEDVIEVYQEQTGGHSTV
# LMPTP block = blocks human LMPTP phosphatase; hit rate 0.22% among 360,000; inhibition, % at 20 µM; P24666; recombinant LMPTP-A, OMFP fluorogenic substrate, fluorescence intensity;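 active = compounds that cut the enzyme signal by at least half of the control window in the single-dose screen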;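 note: plate controls were DMSO wells with enzyme plus substrate for no effect and substrate without enzyme for full effect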
# Target sequence (P24666 whole entry, looked up): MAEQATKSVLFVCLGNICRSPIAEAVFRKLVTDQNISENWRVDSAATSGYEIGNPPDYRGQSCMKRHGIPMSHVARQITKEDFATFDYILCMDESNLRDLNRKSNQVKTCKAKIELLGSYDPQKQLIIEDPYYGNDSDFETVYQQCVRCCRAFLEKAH
#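 Assay system: LMPTP-A phosphatase enzyme | Input: 0.625 nM enzyme | Also added: Fluorogenic phosphatase substrate OMFP at 400 µM final | Compound dosing: One test concentration per compound, 20 µM, with 3% DMSO overall | Schedule: 50 min enzyme reaction at room temperature, protected from light | Signal: Fluorescence intensity | Benchmarks: no-enzyme and uninhibited controls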
# DNMT1 inh = inhibitors of human DNMT1. P26358. DNMT1 molecular beacon, Hinp1I cleavage, fluorescence. inhibition (reported as % activation of signal), % at 10 µM. hit rate 0.83% among 360,000; in the data active = inhibition above about 50%
# MLLE-PAM2 inh = inhibitors of microRNA-mediated deadenylation, human PABP1 MLLE binding | GST-MLLE / FITC-PAM2 fluorescence polarization | hit rate 0.36% among 360,000 | AID 588489 | inhibition, % at 20 µM; in the data active = inhibition above about 35%, passing the limit was not always enough;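 note: plate controls were DMSO wells with GST-MLLE for no effect and wells lacking GST-MLLE protein for full effect; some results filed as inactive read as strong as hits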
# Rpn11 block = blocks the human proteasome subunit Rpn11 | human 26S proteasome, Ub4-pepOG fluorescence polarization; 20S core pre-blocked with epoxomicin | hit rate 0.59% among 360,000 | AID 588493 | O00487 | calls only at 20 µM;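 active = inhibition at 20 µM, scaled to each plate's controls, above about 33%, limit read from the data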
# CSN deneddyl inh = blocks human CSN-mediated cullin deneddylation; Purified CSN, SCF-Nedd8-OG deneddylation, fluorescence polarization; inhibition, % at 12.5 µM; hit rate 0.38% among 360,000;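 active = pattern-corrected inhibition above about 35%, with an unprinted fluorescence ratio check between 0.5 and 1.5, limit read from the data, passing the limit was not always enough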;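 note: 0% = enzyme with substrate and 100% = substrate without enzyme; some results filed as inactive read as strong as hits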
# Target sequence (Q92905 whole entry, looked up, one chain of several): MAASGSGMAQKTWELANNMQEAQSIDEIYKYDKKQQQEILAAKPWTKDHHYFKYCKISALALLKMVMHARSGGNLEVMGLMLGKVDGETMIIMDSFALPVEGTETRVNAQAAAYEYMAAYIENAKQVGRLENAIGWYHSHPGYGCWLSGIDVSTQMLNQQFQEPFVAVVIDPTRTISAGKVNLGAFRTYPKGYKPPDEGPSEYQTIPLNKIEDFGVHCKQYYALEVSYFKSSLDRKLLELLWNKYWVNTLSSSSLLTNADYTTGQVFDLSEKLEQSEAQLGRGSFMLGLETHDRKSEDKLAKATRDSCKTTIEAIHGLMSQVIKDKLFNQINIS
#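 assay system = purified human Csn5 enzyme expressed in HEK293T cells | amount = 0.24 nM enzyme | buffer or medium = Tris/NaCl/DTT buffer, pH 7.5 | reagent = 10 nM SCFSkp2-Nedd8OG | compound = one concentration, 12.5 µM, 0.25% DMSO | times = 90 min reaction at room temperature | signal = FP | read-out basis = % inhibition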
# An asterisk follows results filed as active; i = inactive; . = not tested or not shown.
1) CCOC1(C)OCC(=O)[C@]2(CCC3C4CCC5=CC(=O)C=CC5(C)C4C(=O)CC32C)O1 (stereo not given in full)
2) N#Cc1ccc(C(=O)Nc2cccc3ccccc23)c(F)c1
3) CCC(C)N1C(=O)N(c2cccc(Cl)c2)C(C)(O)CC1(C)C (stereo not given)
4) COc1ccc(NC2CCCN(C(=O)C3=NNC(=O)CC3)C2)cc1 (stereo not given)
5) O=C(NC(NC(=O)c1c(F)cccc1F)c1ccc([N+](=O)[O-])cc1)c1c(F)cccc1F
6) COC(=O)[C@]12CCCCC=C1N(Cc1ccccc1)C(=O)[C@H](CC(=O)N1CCOCC1)C2
7) CC(C)Oc1ccc(/C=N/NC(=O)c2nnn(-c3nonc3N)c2CN(C)c2ccccc2)cc1
8) CC1CCC2(CC1)NC(=O)N(CC(=O)NC1(C#N)CCCCC1)C2=O (stereo not given)
9) CCN(C(=O)Cc1ccccc1OC)c1nnc(-c2ccncc2)s1
10) Clc1ccc2c(c1)C1CC2CCN1Cc1ccccc1 (stereo not given)
Screen / compound no.	1	2	3	4	5	6	7	8	9	10
NadD block	0	3	-3	-1	-4	-3	6	-6	1	-5
Scp-1 inhibitor	-4	0	-14	.	-13	.	0	-5	-7	4
STEP block	4	0	-1	1	-1	.	0	3	2	-3
Tb MetRS inh	-0.2	-0.3	-1.1	-0.1	-0.4	-0.6	-0.3	-0.3	-0.1	-0.6
SUMO1 PPI mod	-1	-6	7	5	-6	4	-10	0	-3	3
LMPTP block	-1.2	-1.4	-0.7	-2.4	-0.9	-1.3	4.3	3.2	-0.2	-1.8
DNMT1 inh	8	-1	-1	1	3	.	-7	3	-7	3
MLLE-PAM2 inh	15	16	3	-7	3	.	-1	-14	1	0
Rpn11 block	i	i	i	i	i	.	i	i	i	i
CSN deneddyl inh	-4	0	1	-3	4	-5	1	-9	-1	-6

11) O=C(NCc1ccc(F)cc1)C1CCC(CNS(=O)(=O)c2cccs2)CC1 (stereo not given)
12) CCn1c(/C=C/c2ccccc2C)nc2ccccc2c1=O
13) N#CC1C(=O)NC(=O)C(C#N)C12CCCCC2 (stereo not given)
14) COc1cccc(NC2=C(NCCO)C(=O)c3ccccc3C2=O)c1
15) O=C(O)CNC(=O)c1nc(-c2ccccc2)n(-c2ccccc2)n1
16) CCCc1cc(=O)oc2cc(OCC(=O)Nc3ccccn3)ccc12
17) O=C(O)c1ccc2ncsc2c1
18) COc1ccc(Cl)cc1Nc1nc(NCCO)nc(N2CCCCC2)n1
19) O=S(=O)(Nc1ccc2c(c1)nc1n2CCOC1)c1ccccc1
20) COc1cccc2oc(-c3ccco3)cc(=O)c12
Screen / compound no.	11	12	13	14	15	16	17	18	19	20
NadD block	-2	-1	2	-5	0	-2	8	-12	-5	-2
Scp-1 inhibitor	-2	-4	.	0	-1	35	3	-6	10	-3
STEP block	-7	1	.	-1	-4	0	-8	-2	0	2
Tb MetRS inh	-1.2	0.3	-1.0	0.1	-0.5	-0.6	-0.1	0.3	-0.5	-0.2
SUMO1 PPI mod	2	-5	0	-32	3	19	4	2	-2	0
LMPTP block	-0.9	1.2	-2.6	2.9	-1.3	-1.5	0.4	0.6	-0.9	-0.5
DNMT1 inh	3	2	.	-22	-2	1	1	-10	1	6
MLLE-PAM2 inh	-5	0	.	22	4	-11	24	9	-1	-18
Rpn11 block	i	i	.	i	i	i	i	i	i	i
CSN deneddyl inh	5	-4	-3	-10	-2	3	0	5	-2	0

# Results in sequence from the list.
# Entries 11 to 18 in Rpn11 block: i, i, ., i, i, i, i, i

# Continued.
21) Cc1cccc(/C(N)=N/OC(=O)c2ccc(Cl)cc2Cl)c1
22) CCCCNC(=O)C1(C)CCCCN1C(=O)c1oc2ccccc2c1C (stereo not given)
23) CC(=O)C[C@H]1c2cc(C(F)(F)F)ccc2S(=O)(=O)N1c1ccccc1
24) CCOc1ccc2ccccc2c1/C=N\NC(=O)OC
25) Cc1cccc(NC(=O)CC2SC(=O)N(c3ccccc3)C2=O)c1 (stereo not given)
26) O=C(CCCN1C(=O)c2ccccc2C1=O)Nc1nccs1
27) O=C1CC(c2ccco2)CC(O)=C1C=NCCN1CCN(C(=O)Nc2ccc(Cl)cc2)CC1 (stereo not given)
28) Cc1cccc(C)c1NC(=O)COc1ccc2c(C)c(Cc3ccccc3)c(=O)oc2c1
29) CC(NC(=O)Cn1cc(C(=O)C2CC2)c2ccccc21)c1ccccc1 (stereo not given)
30) CC(C)(C)C(c1nc2ccccc2[nH]1)n1c(-c2ccsc2)nc2ccccc21 (stereo not given)
Screen / compound no.	21	22	23	24	25	26	27	28	29	30
NadD block	4	3	-3	-5	-8	0	-1	2	2	.
Scp-1 inhibitor	-5	.	-6	-4	1	-10	-5	-4	-9	.
STEP block	4	-2	0	2	-19	3	1	3	1	.
Tb MetRS inh	-0.1	-0.2	-0.5	-0.1	-1.1	-0.3	-1.2	-0.7	0.3	-1.7
SUMO1 PPI mod	0	-2	6	-10	-1	2	-1	13	2	-5
LMPTP block	0.6	-1.8	-2.0	0.2	1.0	-0.4	-3.0	-0.1	0.0	0.2
DNMT1 inh	6	6	2	-2	-1	1	0	5	4	.
MLLE-PAM2 inh	8	0	5	-13	31	-11	6	0	1	.
Rpn11 block	i	i	i	i	i	i	i	i	i	.
CSN deneddyl inh	3	-2	-2	0	-3	3	-8	6	2	1

31) CCOc1ccc(S(=O)(=O)N/N=C(\C)c2ccc3c(c2)OCO3)cc1
32) COc1ccc(NS(=O)(=O)c2cccc3cccnc23)cc1Cl
33) O=C(O)[C@H](CSCc1ccccc1)NS(=O)(=O)c1ccc(F)cc1
34) O=c1[nH]cc(-c2ccccc2)c(=O)[nH]1
35) CCn1c(=S)sc2c(=O)n(CC(=O)Nc3ccccc3OC)c(C)nc21
36) O=C(CSc1nnnn1-c1ccccc1)Nc1nsc(-c2ccccc2)n1
37) COc1ccccc1/C=N/NC(=O)NC12CC3CC(CC(C3)C1)C2
38) O=C(Oc1ccc(-c2cnc3ccccc3n2)cc1)c1cc([N+](=O)[O-])ccc1Cl
39) CC(=O)Nc1ccc(C(=O)N2CCOCC2c2cc(C(=O)NCc3ccccc3)no2)cc1 (stereo not given)
40) COc1ccc(-c2nc(CN3CCN(c4ccccc4OC)CC3)c(C)o2)cc1
Screen / compound no.	31	32	33	34	35	36	37	38	39	40
NadD block	-7	-1	1	3	-8	1	-4	-9	-5	-2
Scp-1 inhibitor	-2	3	-6	-8	-8	1	-2	-5	.	4
STEP block	-1	0	-3	-1	0	0	0	3	-2	0
Tb MetRS inh	0.2	-1.7	-0.2	-0.1	-0.6	-1.0	-0.8	-0.4	-0.4	-0.7
SUMO1 PPI mod	-1	6	4	-1	17	1	-3	-12	3	-1
LMPTP block	0.8	0.6	-3.9	0.5	-0.1	-0.1	2.9	5.1	-1.2	2.1
DNMT1 inh	1	0	0	0	-2	-1	0	14	3	3
MLLE-PAM2 inh	-2	-6	8	1	-6	-18	2	-8	-7	-2
Rpn11 block	i	i	i	i	i	i	i	i	i	i
CSN deneddyl inh	-7	-4	-21	5	-1	-2	7	0	0	-8

# Retrieved by structure from above:
30) CC(C)(C)C(c1nc2ccccc2[nH]1)n1c(-c2ccsc2)nc2ccccc21 (stereo not given)
28) Cc1cccc(C)c1NC(=O)COc1ccc2c(C)c(Cc3ccccc3)c(=O)oc2c1
4) COc1ccc(NC2CCCN(C(=O)C3=NNC(=O)CC3)C2)cc1 (stereo not given)
Screen / compound no.	30	28	4
NadD block	.	2	-1
Scp-1 inhibitor	.	-4	.
STEP block	.	3	1
Tb MetRS inh	-1.7	-0.7	-0.1
SUMO1 PPI mod	-5	13	5
LMPTP block	0.2	-0.1	-2.4
DNMT1 inh	.	5	1
MLLE-PAM2 inh	.	0	-7
Rpn11 block	.	i	i
CSN deneddyl inh	1	6	-3

# New compounds follow.
41) O=C(Cn1c(=O)oc2cc(S(=O)(=O)N3CCCC3)ccc21)Nc1ccc(C(F)(F)F)cc1
42) CS(=O)(=O)c1cccc(C(=O)Nc2ccc(-c3nc4ccccc4[nH]3)cc2)c1
43) CC1c2cc3c(cc2CCN1C(=O)c1cccc(Cl)c1)OCCCO3 (stereo not given)
44) O=S(=O)(/C=C/c1ccccc1)N1CCN(c2ccccc2)CC1
45) Cc1nn(C(=O)Cn2ccc([N+](=O)[O-])n2)c(C)c1Br
46) CCC(Sc1nc2sc(C(=O)OC)c(C)c2c(=O)n1N)C(=O)NCC1CCCO1 (stereo not given)
47) CCOC(=O)N1CCN(C(=O)CSc2nc3c(cnn3-c3ccc(Cl)cc3)c(=O)[nH]2)CC1
48) COc1ccc(N2CCN(C(=O)Nc3ccccc3Cl)CC2)cc1
49) Nc1ccc(-n2nncc2-c2ccco2)cc1
50) COc1ccc(NC(=O)c2cc(NC(=O)C3CCCCC3C(=O)O)ccc2N2CCOCC2)cc1 (stereo not given)
51) COc1ccc(N=C2C=CC(=O)O2)cc1
52) O=C(CSc1ncn[nH]1)Nc1ccc(Br)cc1F
53) CCc1ccccc1Nc1nc(N)nc(COC(=O)CCC(=O)c2ccc(F)cc2)n1
Screen / compound no.	41	42	43	44	45	46	47	48	49	50	51	52	53
NadD block	0	4	-2	9	-6	-10	2	-3	0	7	2	2	6
Scp-1 inhibitor	-14	-4	-9	-12	2	-3	-12	-3	0	-2	14	-2	0
STEP block	4	-1	7	0	-1	-2	1	3	-4	0	2	-13	1
Tb MetRS inh	-0.2	0.4	0.3	-1.2	-0.1	-0.1	0.0	0.0	0.0	-0.1	-0.2	-0.8	-0.3
SUMO1 PPI mod	1	8	2	28	-1	-3	9	3	-4	0	2	-1	2
LMPTP block	0.3	3.2	-0.3	0.1	-0.3	-1.2	-5.3	0.9	0.9	-0.2	-0.9	-1.1	1.3
DNMT1 inh	37	-10	1	4	1	-4	-2	-2	-2	0	24	-2	-16
MLLE-PAM2 inh	1	13	-12	6	3	-15	5	-10	0	20	31	0	-16
Rpn11 block	i	i	i	i	i	i	i	i	i	i	i	i	i
CSN deneddyl inh	1	-2	2	-5	2	-6	-4	-3	-2	-5	-2	-2	3

# This is a random part of the collection; about 3.6% have a hit in one of these screens.
